Bioassay records from PubChem.
KLF5 inhibitor – suppresses KLF5 promoter-driven expression; inhibition, % at 5 µM; 0.23% of 290,000 active; DLD-1 KLF5 promoter-luciferase reporter, luminescence;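 active means inhibition above a per-plate limit of that plate's mean compound inhibition plus 3 SD, cut at about 60% in these data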;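 further: 0% = DMSO wells and 100% = LY294002 at 200 µM; higher means less KLF5 promoter-driven luciferase light; inactives centre near -14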
HIF activator – HIF pathway transcriptional activation. U2OS HRE-luciferase reporter, luminescence; normalized: DMSO 0%, desferrioxamine 100%. activation, % at 7.5 µM (by protocol). 0.32% of 300,000 active. AID 1910;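 active means mean activation of at least 10% of the iron chelator positive control signal, with at least half of replicates also reaching 10%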
TRPC4 inh – TRPC4 (mouse) channel inhibition; Q9QUQ5; HEK293 TRPC4beta/mu-opioid, DAMGO-evoked Fluo4 calcium flux; active compounds read low; B-score at 10 µM; 0.39% of 300,000 active;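 active means B-score over 3 SD under the library average, no early fluorescence shift, positive overall ratio signal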
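Assay system: TRPC4beta/mu-opioid receptor HEK293 cell line; compound dosing: single concentration per test compound; detection: Fluo4 Ca2+ flux fluorescence; evaluation: per-well B score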
TRPC4 agonist – TRPC4 (mouse) channel activation. Q9QUQ5. HEK293 TRPC4beta/mu-opioid, Fluo4 calcium fluorescence; active compounds read high. B-score at 10 µM. 0.49% of 310,000 active;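 active means B-score above 5 SD of library B-scores, and initial fluorescence ratio not above library mean plus 5 SD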;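 further: positive B-score marks a calcium rise read as TRPC4 activation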
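Test system: HEK293 cells stably co-expressing mouse TRPC4beta and mu-opioid receptor | Schedule: Fluo4 dye loading 45 min at room temperature, 110 s recording | Measured by: Kinetic Fluo4 calcium fluorescence, 5 s baseline at 1 Hz | Evaluation: B score of integrated ratio | Controls: Buffer (low) and maximal DAMGO (high)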
TRPC4 potent – TRPC4 (mouse) allosteric potentiation; B-score at 10 µM; Q9QUQ5; 0.42% of 310,000 active; HEK293 TRPC4beta/mu-opioid, DAMGO EC20, Fluo-4 Ca2+ flux; active compounds read high;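 active means B-score of calcium response area above 5 SD of library B-scores, with initial fluorescence ratio within 5 SD of library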;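 further: B-score of integrated fluorescence ratio over time as area under calcium response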
IEC-6 tox – IEC-6 cytotoxicity, counter-screen for KLF5 inhibitors; luminescence viability; inhibition, % at 5 µM; 0.78% of 290,000 active; AID 1825; in the data active means inhibition above about 22%;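 further: 0% = plate median of test compound wells and 100% = cytotoxic reference compound wells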
TRPC6 activator – activates the mouse TRPC6 cation channel; 0.13% of 310,000 active; Q61143; AID 2550; B-score at 10 µM; HEK293-TRPC6 membrane potential dye fluorescence; active compounds read high;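 active means B-score of the integrated fluorescence ratio above library mean plus 3 SD, and starting fluorescence ratio within library mean plus 5 SD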;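 further: higher score means more depolarization so channel activation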
Target sequence (Q61143 whole entry, looked up): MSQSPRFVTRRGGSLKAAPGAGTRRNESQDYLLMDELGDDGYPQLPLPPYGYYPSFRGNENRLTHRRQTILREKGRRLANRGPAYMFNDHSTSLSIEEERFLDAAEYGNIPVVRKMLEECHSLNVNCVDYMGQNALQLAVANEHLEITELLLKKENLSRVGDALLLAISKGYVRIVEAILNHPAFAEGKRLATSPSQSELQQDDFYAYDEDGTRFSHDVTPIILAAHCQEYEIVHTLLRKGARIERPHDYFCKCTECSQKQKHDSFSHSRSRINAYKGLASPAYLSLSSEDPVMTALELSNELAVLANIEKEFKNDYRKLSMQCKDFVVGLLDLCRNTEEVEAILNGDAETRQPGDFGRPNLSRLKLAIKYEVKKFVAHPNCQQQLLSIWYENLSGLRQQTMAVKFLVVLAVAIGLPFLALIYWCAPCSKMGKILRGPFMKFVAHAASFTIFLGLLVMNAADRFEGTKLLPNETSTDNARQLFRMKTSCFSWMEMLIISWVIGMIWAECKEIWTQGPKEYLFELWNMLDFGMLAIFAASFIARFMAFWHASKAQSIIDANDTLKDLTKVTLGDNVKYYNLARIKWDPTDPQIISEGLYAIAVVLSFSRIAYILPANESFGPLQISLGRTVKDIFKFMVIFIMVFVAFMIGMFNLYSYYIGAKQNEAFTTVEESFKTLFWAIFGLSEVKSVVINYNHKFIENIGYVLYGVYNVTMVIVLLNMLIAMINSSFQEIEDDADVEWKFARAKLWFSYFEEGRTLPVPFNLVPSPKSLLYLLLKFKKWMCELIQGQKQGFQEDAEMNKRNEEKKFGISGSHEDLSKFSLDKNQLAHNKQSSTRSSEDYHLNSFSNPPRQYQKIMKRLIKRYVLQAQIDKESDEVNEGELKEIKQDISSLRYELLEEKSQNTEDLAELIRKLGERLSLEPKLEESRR
MrgX1 antag – blocks BAM8-22 activation of human MrgX1 receptor; Q96LB2; MRGX1-HEK293 calcium flux, Fluo-4, BAM8-22 antagonism; active compounds read low; B-score at 10 µM; 1.3% of 310,000 active;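 active means calcium-response B-score plate-corrected more than 3 library SD below zero, starting fluorescence within 5 deviations, no agonist response on first addition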;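 further: peak minus trough fluorescence over baseline after final BAM8-22 challenge near maximal dose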
aSyn 5UTR inh – 5' untranslated region of α-synuclein, MLPCN primary screen. 0.82% of 300,000 active. alpha-synuclein 5'UTR reporter, inhibitor activity. inhibition, % (tested at 7.5 µM). AID 1813; in the data active means inhibition above about 60%;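 further: H4 neuroglioblastoma cells stably carrying SNCA 5'UTR luciferase fusion; 0% = DMSO wells and 100% = positive control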
SKKanGAS inh – inhibitors of SKKanGAS S. pyogenes growth in kanamycin (SK-promoter or general growth effect). BacTiter-Glo, 6 h. inhibition, % at 7.5 µM. 1.3% of 300,000 active;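 active means mean replicate score, as percent of positive control median, at least 50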;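 further: strain carries kanamycin resistance gene driven by streptokinase promoter and grows in 40 µg/ml kanamycin; loss of luminescence reflects streptokinase promoter inhibition or plain growth inhibition; 0% = median of DMSO wells and 100% = positive control at its reference dose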
TRPC6 inhibitor – mouse TRPC6 channel inhibition; Q61143; HEK293-TRPC6, membrane potential dye, ACh-evoked depolarization; active compounds read low; B-score at 10 µM; 1.1% of 310,000 active; AID 2553;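 active means B-score under library mean minus 3 SD, initial fluorescence not abnormally high, positive integrated signal ratio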;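 further: B-score derived from integrated fluorescence ratio over the kinetic read; more negative B-score means stronger inhibition of depolarization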
Starred values were filed as active, the others as inactive; i = inactive; nt = not tested or not shown.

SMILES	KLF5 inhibitor	HIF activator	TRPC4 inh	TRPC4 agonist	TRPC4 potent	IEC-6 tox	TRPC6 activator	MrgX1 antag	aSyn 5UTR inh	SKKanGAS inh	TRPC6 inhibitor
O=C(CSc1nnc(CNC(=O)c2ccccc2)o1)NCc1ccc(F)cc1	-21.7	-0.1	i	i	i	-4.3	i	i	-6.5	35.2	i
O=C(NCCc1ccccc1)c1ccc2c(c1)N(Cc1ccccc1)CCS2	-53.8	-1.1	i	i	i	-1.2	i	i	-105.2	1.6	i
CC(c1ccccc1)N1CCN(C(=O)CCl)CC1 (stereo unspecified)	-12.2	-1.3	i	i	i	-8.1	i	i	-40.8	5.0	i
Cc1ccc(CN2CCN(Cc3ccc(OCCO)cc3)CC2CCO)o1 (stereo unspecified)	12.2	-0.1	i	i	i	2.1	i	i	-0.6	0.2	i
CCC(=O)c1ccc(OCC(=O)Nc2cc(S(=O)(=O)N3CCCCC3)ccc2N2CCN(CC)CC2)cc1	nt	-17.7	i	i	i	nt	i	i	-11.3	-2.8	i
CC(=O)N1CCc2ccc(NC(=O)c3c(-c4c(Cl)cccc4Cl)noc3C)cc21	-34.8	-0.6	i	i	i	-4.3	i	i	-6.4	-1.4	i
CC(=O)Nc1ccc(NC(=O)C(C)OC(=O)CNC(=O)c2cccs2)cc1 (stereo unspecified)	nt	0.4	i	i	i	nt	i	i	-0.3	-13.0	i
CCc1ccc(NC(=O)C(=O)NCc2ccccn2)cc1	-105.3	1.9	i	i	i	0.8	i	i	-144.3	-5.0	i
O=C(O)c1c(Cl)c(Cl)c(Cl)c(Cl)c1C(=O)N1CCCCCC1	-7.7	-0.2	i	i	i	-2.7	i	i	-19.1	10.1	i
O=C1CC(N2CCN(c3ccc(F)cc3)CC2)C(=O)N1c1ccc2c(c1)OCO2 (stereo unspecified)	5.7	-0.3	i	i	i	-0.8	i	i	-2.4	-2.7	i
CC(NC(=O)C(=O)NN=C1CCCCCCCCCCC1)c1ccccc1 (stereo unspecified)	-19.8	-0.4	i	i	i	-0.6	i	i	-9.3	2.4	i
Clc1ccccc1CN1CCN(CCCc2ccccc2)CC1	-30.9	0.5	i	i	i	-1.5	i	nt	17.1	2.3	i
N#Cc1c(N2CCN(C(=O)c3ccco3)CC2)nc(-c2ccccc2)c2c1CCCC2	-36.0	-0.2	i	i	i	-3.4	i	i	34.2	16.2	i
O=[N+]([O-])c1ccc(Cl)cc1CN1CCCCCC1	-16.3	-0.7	i	i	i	-0.4	i	i	1.0	-0.6	i
O=C(/C=C/c1cccs1)c1ccc(N2CCOCC2)cc1	-71.9	-1.7	i	i	i	-4.5	i	i	8.6	-9.8	i
COc1cc2nc(=S)n3[nH]c(COc4ccccc4C)nc3c2cc1OC	-0.5	-0.7	i	i	i	-1.1	i	i	34.9	63.6*	i
CCC/C(=N\NC(=O)C1CC1)c1ccc(Br)cc1	-11.3	-1.3	i	i	i	4.0	i	i	0.7	0.7	i
Cc1cccc(Oc2ccc(Cl)cc2N)c1	7.1	0.0	i	i	i	2.7	i	i	-35.0	16.6	i
CCOc1ccc(C)cc1S(=O)(=O)n1nc(C)cc1C	11.0	-0.2	i	i	i	-2.6	i	i	2.3	-8.4	i
Cc1ccc(NC(=O)Nc2cccc(C(F)(F)F)c2)nc1	-23.6	1.0	i	i	i	6.3	i	i	-114.7	-9.1	i
CC(C)Cn1c(=O)[nH]c(=O)c2c(C(F)(F)F)cc(-c3ccccc3)nc21	7.9	nt	i	i	i	-3.7	i	i	20.0	4.6	i
CCOCCCNC(c1ccccc1)c1ccncc1 (stereo unspecified)	-30.7	-0.3	i	i	i	-2.3	i	i	16.3	-1.0	i
NC(=O)C1CCN(C(=O)COc2ccc(Nc3ccccc3)cc2)CC1	-38.6	0.5	i	i	i	-1.6	i	i	-5.3	6.0	i
O=C(CN(CC1CCCO1)C(=O)CNS(=O)(=O)c1ccccc1)NCc1ccccc1 (stereo unspecified)	4.1	-0.2	i	i	i	1.0	i	i	5.7	0.7	i
COc1ccc(CNC(=O)/C=C/c2ccc(OCCCF)cc2)cc1OC	-2.5	-0.5	i	i	i	-1.6	i	i	33.5	-5.6	i
CCCOCC(O)COc1ccccc1C(=O)N1CCOCC1 (stereo unspecified)	-2.0	-0.2	i	i	i	1.7	i	i	5.1	2.6	i
Cn1nc(C(C)(C)C)cc1C(=O)NCc1cc(F)cc2c1OCOC2	-19.4	0.5	i	i	i	8.9	i	i	-12.2	-8.2	i
CCn1nc(C(=O)NNC(=O)COc2ccc(OC)cc2)c2ccccc2c1=O	-25.1	0.0	i	i	i	1.6	i	i	-1.1	14.2	i
CCC(C)C(NC(=O)C1CCC(C)CC1)C(=O)NCCCN1CCCCC1CC (stereo unspecified)	-21.3	0.6	i	i	i	2.7	i	i	-4.7	-13.3	i
CC(=O)c1sc(N)c(C(=O)OC(C)C)c1C	-30.3	1.7	i	i	i	-0.7	i	i	-10.3	0.5	i
NC1=NC(=O)/C(=C/c2ccc(Br)cc2)S1	-10.4	0.4	i	i	i	7.1	i	i	-23.5	-5.6	i
CCCN1CCN(S(=O)(=O)c2c(C)[nH]c(C)c2C(=O)N2CCCCC2)CC1	-41.5	-0.2	i	i	i	-9.0	i	i	15.3	-2.1	i
CC(CN1CCCCC1)OC(=O)C(C)(c1ccccc1)c1ccccc1 (stereo unspecified)	-24.3	0.8	i	i	i	2.4	i	i	-22.2	-1.8	i
Cn1nnnc1SCC(=O)C(C)(C)C	25.8	-0.1	i	i	i	-0.6	i	i	4.2	-1.7	i
O=C(NC1CCCCC1NC(=O)c1cccs1)c1cccs1 (stereo unspecified)	-6.8	-0.7	i	i	i	-2.9	i	i	26.2	-6.3	i
c1ccc2c(CN3CCCCC3)csc2c1	-12.5	0.1	i	i	i	1.0	i	i	-8.0	-3.5	i
O=C(Nc1ccc2oc(-c3ccccc3F)nc2c1)c1ncn[nH]1	-101.5	0.8	i	i	i	-3.6	i	i	-26.7	11.2	i
COc1ccc(C(=O)Nc2cc(OC)nc(OC)n2)cc1	-111.0	2.5	i	i	i	3.5	i	i	-125.4	-1.7	i
CCN(CC)S(=O)(=O)c1ccc(OC(C)C)c(NC(=O)C2=COCCO2)c1	nt	-0.6	i	i	i	nt	i	i	14.7	-7.3	i
CCCN(CCC)S(=O)(=O)c1ccc(NC(=O)COc2ccccc2)cc1	-39.9	-0.6	i	i	i	-2.0	i	i	11.1	9.5	i

8 successive compounds out of the list so far, for reference:
SMILES	KLF5 inhibitor	HIF activator	TRPC4 inh	TRPC4 agonist	TRPC4 potent	IEC-6 tox	TRPC6 activator	MrgX1 antag	aSyn 5UTR inh	SKKanGAS inh	TRPC6 inhibitor
CCC(C)C(NC(=O)C1CCC(C)CC1)C(=O)NCCCN1CCCCC1CC (stereo unspecified)	-21.3	0.6	i	i	i	2.7	i	i	-4.7	-13.3	i
CC(=O)c1sc(N)c(C(=O)OC(C)C)c1C	-30.3	1.7	i	i	i	-0.7	i	i	-10.3	0.5	i
NC1=NC(=O)/C(=C/c2ccc(Br)cc2)S1	-10.4	0.4	i	i	i	7.1	i	i	-23.5	-5.6	i
CCCN1CCN(S(=O)(=O)c2c(C)[nH]c(C)c2C(=O)N2CCCCC2)CC1	-41.5	-0.2	i	i	i	-9.0	i	i	15.3	-2.1	i
CC(CN1CCCCC1)OC(=O)C(C)(c1ccccc1)c1ccccc1 (stereo unspecified)	-24.3	0.8	i	i	i	2.4	i	i	-22.2	-1.8	i
Cn1nnnc1SCC(=O)C(C)(C)C	25.8	-0.1	i	i	i	-0.6	i	i	4.2	-1.7	i
O=C(NC1CCCCC1NC(=O)c1cccs1)c1cccs1 (stereo unspecified)	-6.8	-0.7	i	i	i	-2.9	i	i	26.2	-6.3	i
c1ccc2c(CN3CCCCC3)csc2c1	-12.5	0.1	i	i	i	1.0	i	i	-8.0	-3.5	i

Carrying on:
SMILES	KLF5 inhibitor	HIF activator	TRPC4 inh	TRPC4 agonist	TRPC4 potent	IEC-6 tox	TRPC6 activator	MrgX1 antag	aSyn 5UTR inh	SKKanGAS inh	TRPC6 inhibitor
COc1ccc(C(=O)Nn2c(C)nc3ccccc3c2=O)cc1[N+](=O)[O-]	-14.4	0.9	i	i	i	4.1	i	i	4.2	7.4	i
COc1cc(/C=N/NC(=O)c2cc(C)oc2C)ccc1OCc1ccccc1	-11.3	2.0	i	i	i	8.6	i	i	-101.6	6.4	i
S=C(NCCc1ccccc1)N1CCCCC1	-73.1	2.8	i	i	i	-3.1	i	i	-106.1	-3.6	i
O=c1oc2ccccc2c(O)c1C=NCc1ccccn1	5.5	-0.4	i	i	i	1.9	i	i	3.4	-1.2	i
CCc1ccc(OCCCC(=O)O)c(Br)c1	-35.5	0.2	i	i	i	-3.9	i	i	2.6	-4.9	i
Cc1ccc(Nc2nc3c([nH]2)c(=O)[nH]c(=O)n3C)cc1	-42.5	-0.2	i	i	i	-3.1	i	i	32.7	17.6	i
COc1ccc(Nc2cc(Nc3ccccc3)ncn2)cc1	-179.5	2.8	i	i	i	8.8	i	i	-80.9	-3.9	i
COc1ccc2c(c1)cc(C(=O)N[C@H](C(=O)N1CCC[C@H]1C(=O)O)C(C)C)n2C	1.5	-0.1	i	i	i	-9.3	i	i	18.2	-1.5	i
Cc1ccc(N(Cc2cc3ccccc3[nH]c2=O)C(=O)c2cccs2)cc1	-19.2	-2.8	i	i	i	6.6	i	i	31.6	6.4	i
Cc1ccc(NC(=O)c2cc(-c3ccccc3O)n[nH]2)cc1C	-85.1	1.0	i	i	i	1.3	i	i	-129.4	-7.9	i
O=C(O)C1CCCCC1C(=O)Nc1nc(-c2cccs2)cs1 (stereo unspecified)	5.6	0.0	i	i	i	-4.2	i	i	17.0	3.6	i
Cc1nnc(SCCN2CCOCC2)n1C	-28.0	-1.9	i	i	i	-6.4	i	i	8.2	4.4	i
COc1ccc(NC(=O)c2c(-c3c(Cl)cccc3Cl)noc2C)cn1	-21.0	0.1	i	i	i	2.6	i	i	-24.8	-4.5	i
O=C(Nc1ccccn1)c1ccc(Br)c(S(=O)(=O)N2CCCCC2)c1	-1.4	0.5	i	i	i	-5.0	i	i	-9.5	-2.1	i
